High-throughput results: PubChem BioAssay, The Scripps Research Institute Molecular Screening Center
TDP2 inh: TDP2 (human) inhibition, absorbance primary screen; O95551; recombinant TDP2, T5PNP hydrolysis, p-nitrophenol absorbance 415 nm; inhibition, % at 12.8 µM; actives 0.34% (n = 370,000);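 active = inhibition above the mean of all tested compounds plus 3 SD, set per campaign, cut at about 25% in these data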;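 also: 0% = DMSO with enzyme and 100% = buffer with substrate but no TDP2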
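Assay system: Recombinant human TDP2 | Quantity: 120 nM TDP2 per well | Incubation: 2 h at 37 °C | Signal: Epi absorbance | Evaluation: Percent inhibition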
ASAP1 GAP inh: blocks human ASAP1-stimulated Arf1 GTP hydrolysis; GDP FP detection; Q9ULH1; inhibition, % at 16.5 µM; AID 624377; actives 0.19% (n = 360,000); in the data active = inhibition above about 25%;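 also: 0% = vehicle with enzyme and substrate and 100% = no enzyme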
SIAE primary: inhibitors of human sialic acid acetylesterase SIAE; actives 0.69% (n = 370,000); SIAE FP-Rh probe binding, fluorescence polarization; inhibition, % at 9.66 µM; AID 1053197; Q9HAT2;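 active = inhibition above a cutoff: mean of compounds within the control limits plus 3 SD of those, cut at about 17% in these data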;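 also: 0% = plate median of compound wells and 100% = probe without SIAE protein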
ARFGAP1 inhibitor: inhibitors of rat ARFGAP1. Arfgap1-stimulated ARF1 GTP hydrolysis, GDP FP detection. actives 0.26% (n = 360,000). Q62848. inhibition, % at 16.5 µM;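 active = inhibition above a per-plate limit, mean inhibition of low control wells plus 3 SD, cut at about 25% in these data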;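 also: 0% = DMSO wells with enzyme and 100% = wells lacking Arfgap1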
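Material: truncated rat Arfgap1 GAP domain; Incubation: compound-enzyme preincubation 20 min, reaction 120 min, detection 60 min, 25 °C; Read-out: percent inhibition of Arfgap1-stimulated GTP hydrolysis; Technique: FP, GDP Alexa 633 tracer displaced from anti-GDP antibody, 620/688 nm; Controls: No-Arfgap1 wells (100%) versus DMSO full-reaction wells (0%); Replication: single well per compound.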
PLCg1 inh: PLC-gamma1 (human) inhibition, primary screen | purified PLC-gamma1, fluorogenic substrate, fluorescence | inhibition, % at 12.2 µM | actives 0.84% (n = 370,000); in the data active = inhibition above about 9.5%
Tn7 DDE FP: disrupts Tn7 cyclic peptide binding to fibrin D-Dimer-E complex | P02675 | inhibition, % at 8.3 µM | actives 0.13% (n = 370,000) | FP displacement of FITC-Tn7 peptide from fibrin DD(E); 0% = median of compound wells per plate | AID 720508;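 active = inhibition above the mean of compounds falling within the control limits plus 3 SD of them, cut at about 14% in these data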;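 also: 0% = plate median of compound wells and 100% = 10 µM Aha-Tn7 peptide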
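Assay system: human fibrin DD(E) protein / Input: 2 µM fibrin DD(E) / Benchmarks: high control of 10 µM Aha-Tn7 peptide / Measured by: fluorescence polarization of the labelled Tn7 tracer / Medium: Tris buffer with calcium and detergent, pH 7.8 / Timing: 10 min compound pre-incubation, 3 h probe incubation at room temperature / Repeats: one replicate per compound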
PLCb3 inh: blocks human PLC-beta3 enzyme activity; AID 720704; inhibition, % at 12.2 µM; actives 0.18% (n = 370,000); Q01970; Purified PLC-beta3, fluorogenic substrate, fluorescence; in the data active = inhibition above about 11%;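 also: 0% = median of compound wells on plate and 100% = full blocker control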
Target sequence (Q01970 whole entry, looked up): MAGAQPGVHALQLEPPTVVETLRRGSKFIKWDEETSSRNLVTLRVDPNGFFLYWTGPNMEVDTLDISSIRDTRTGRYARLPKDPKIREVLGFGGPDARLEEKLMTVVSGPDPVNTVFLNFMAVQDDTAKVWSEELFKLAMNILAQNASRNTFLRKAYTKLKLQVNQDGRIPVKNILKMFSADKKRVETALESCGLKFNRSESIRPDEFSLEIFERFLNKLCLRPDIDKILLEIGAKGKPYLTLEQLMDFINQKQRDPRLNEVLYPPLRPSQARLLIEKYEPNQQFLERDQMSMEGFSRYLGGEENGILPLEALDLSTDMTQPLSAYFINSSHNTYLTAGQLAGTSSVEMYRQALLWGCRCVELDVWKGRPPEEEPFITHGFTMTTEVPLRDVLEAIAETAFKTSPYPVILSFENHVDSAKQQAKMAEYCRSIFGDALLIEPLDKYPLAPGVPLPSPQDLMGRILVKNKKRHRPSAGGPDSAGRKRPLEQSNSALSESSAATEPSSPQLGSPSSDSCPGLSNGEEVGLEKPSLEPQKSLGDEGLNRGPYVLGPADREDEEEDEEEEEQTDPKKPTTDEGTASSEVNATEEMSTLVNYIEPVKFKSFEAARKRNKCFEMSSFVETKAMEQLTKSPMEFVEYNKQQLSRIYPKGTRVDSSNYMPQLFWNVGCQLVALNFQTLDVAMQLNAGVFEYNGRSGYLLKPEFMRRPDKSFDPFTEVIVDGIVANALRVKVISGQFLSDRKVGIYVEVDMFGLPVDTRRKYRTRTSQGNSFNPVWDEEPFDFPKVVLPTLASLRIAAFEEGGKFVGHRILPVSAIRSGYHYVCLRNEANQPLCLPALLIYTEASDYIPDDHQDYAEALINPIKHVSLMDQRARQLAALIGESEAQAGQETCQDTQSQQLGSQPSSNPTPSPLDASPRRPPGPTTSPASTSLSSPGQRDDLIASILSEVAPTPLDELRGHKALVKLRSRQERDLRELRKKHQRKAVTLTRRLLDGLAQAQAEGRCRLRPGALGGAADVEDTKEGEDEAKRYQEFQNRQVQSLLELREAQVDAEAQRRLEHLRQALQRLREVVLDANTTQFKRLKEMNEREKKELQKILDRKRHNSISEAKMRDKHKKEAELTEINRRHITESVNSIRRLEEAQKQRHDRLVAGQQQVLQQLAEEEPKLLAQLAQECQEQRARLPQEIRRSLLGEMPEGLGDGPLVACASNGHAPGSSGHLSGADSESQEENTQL
ADAM17 inh: ADAM17 inhibition, QFRET primary screen | P78536 | recombinant ADAM17, EDANS/DABCYL FRET peptide cleavage | inhibition, % at 6.95 µM | actives 0.83% (n = 370,000);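 active = inhibition above the mean of compounds lying between control limits plus 3 SD, set per campaign, cut at about 8.5% in these data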;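 also: 0% = DMSO-only wells as the low control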
Tn6 DDE FP: DD(E)-Tn6 binding inhibition, primary FP screen; P02675; Fibrin DD(E) TRITC-Tn6 fluorescence polarization displacement; inhibition, % at 8.3 µM; actives 0.21% (n = 370,000);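 active = inhibition above a per-campaign cutoff: mean of compounds within control limits plus 3 SD, cut at about 15% in these data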;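 also: 0% = median of all compound wells on the plate and 100% = blocking peptide control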
ADAM10 inh: inhibits human ADAM10; O14672; recombinant ADAM10, EDANS/DABCYL FRET peptide cleavage, 3 h; inhibition, % at 7 µM; actives 0.62% (n = 370,000); AID 720582;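 active = inhibition above a per-campaign cutoff equal to the mean of compounds falling between control-based bounds plus 3 SD, cut at about 20% in these data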;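 also: 0% = DMSO wells while the 100% control is not disclosed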
The depositor's hits bear a star; . = not tested or not shown.

TDP2 inh	ASAP1 GAP inh	SIAE primary	ARFGAP1 inhibitor	PLCg1 inh	Tn7 DDE FP	PLCb3 inh	ADAM17 inh	Tn6 DDE FP	ADAM10 inh	SMILES
4	9	3	6	4	1	-2	0	-3	9	CCOC(=O)CC1C(=O)NCCN1C(=O)c1cccc(OC)c1 (configuration not stated)
-2	3	1	-6	2	6	-3	-5	4	-6	CCCCCCCCCCCCOC(=O)C[N+](C)(C)C
1	9	3	9	7	-1	0	0	3	1	Cc1ccc(C(=O)Nc2ccccc2N2CCCCC2)cc1[N+](=O)[O-]
-2	2	-2	-5	1	-2	1	-3	-1	-3	Brc1cccc(CNCCCN2CCOCC2)c1
-1	2	12	-1	-17	9	-22	-5	-5	-5	O=C(/C=C/c1ccc(-c2ccccc2[N+](=O)[O-])o1)c1ccccc1
-2	2	-1	-5	5	1	0	-1	5	2	S=c1[nH]c2ccc(Cl)cc2[nH]1
-6	-1	-1	-1	2	1	-6	1	-2	-11	CC(C)C(NC(=O)c1ccco1)C(=O)OCC(=O)N1CC(=O)Nc2ccccc21 (configuration not stated)
-12	4	4	8	7	-2	0	-1	-1	-5	CCN1C(=O)CC(C(=O)NCCc2ccc(S(N)(=O)=O)cc2)SC1=Nc1ccc(OC)cc1 (configuration not stated)
4	16	6	17	1	5	3	2	1	4	O=C(NC(c1ccc(Cl)cc1)c1cccnc1)C1CCN(CCOc2ccc(Cl)cc2Cl)CC1 (configuration not stated)
4	.	-5	.	0	-3	2	2	-5	3	Cc1cccc(-c2cccc3c4c([nH]c23)[C@@H]2C[C@H](N(C)C(=O)c3ccccc3C)[C@H]([C@H](C)O)C(=O)N2CC4)c1
0	0	-2	-4	0	-2	6	-2	-6	-2	Cc1onc(-c2ccccc2)c1NC(=O)Nc1ccc(OC(F)F)cc1
-1	2	0	-6	1	-3	3	3	4	-2	COc1ccc(CCNC(=O)c2c(N)no[n+]2[O-])cc1OC
-2	-5	-5	7	-2	-4	0	0	6	-1	CC(=O)NCCC(=O)Nc1cc(S(=O)(=O)N2CCOCC2)ccc1N1CCOCC1
8	-15	-1	-12	2	-2	1	0	0	1	COc1ccc(C)cc1S(=O)(=O)N1CC(C)OC(C)C1 (configuration not stated)
-10	2	-6	-1	0	10	-6	-3	-6	-5	COCCCNC(=O)CN1C(=O)COc2ccc(S(=O)(=O)N3CCCCCC3)cc21
14	2	-2	11	-10	3	-14	-9	-8	-24	COC(=O)c1ccc2nc(-c3cccc(Br)c3)c(Cc3ccccc3)n2c1
3	-8	3	1	-1	-8	4	0	-3	3	O=C(Cc1ccccc1[N+](=O)[O-])NC1CC1
1	2	-1	-10	3	-5	-3	-1	-2	-4	CN1C(=O)C(CC(=O)NCC2CCCCC2)SC1=Nc1ccccc1 (configuration not stated)
-12	-3	0	-3	6	-2	0	5	-4	8	CCC1=Nc2ccccc2-c2nnc(SC)nc2O1
1	-13	-2	-4	-5	-2	0	1	-8	-12	O=C(CCSc1nc(-c2ccco2)cc(C(F)(F)F)n1)NCc1cccs1

2 entries from above, set out differently.
> S=c1[nH]c2ccc(Cl)cc2[nH]1
  TDP2 inh = -2
  ASAP1 GAP inh = 2
  SIAE primary = -1
  ARFGAP1 inhibitor = -5
  PLCg1 inh = 5
  Tn7 DDE FP = 1
  PLCb3 inh = 0
  ADAM17 inh = -1
  Tn6 DDE FP = 5
  ADAM10 inh = 2

> CC(C)C(NC(=O)c1ccco1)C(=O)OCC(=O)N1CC(=O)Nc2ccccc21 (configuration not stated)
  TDP2 inh = -6
  ASAP1 GAP inh = -1
  SIAE primary = -1
  ARFGAP1 inhibitor = -1
  PLCg1 inh = 2
  Tn7 DDE FP = 1
  PLCb3 inh = -6
  ADAM17 inh = 1
  Tn6 DDE FP = -2
  ADAM10 inh = -11

Additional compounds follow:
TDP2 inh	ASAP1 GAP inh	SIAE primary	ARFGAP1 inhibitor	PLCg1 inh	Tn7 DDE FP	PLCb3 inh	ADAM17 inh	Tn6 DDE FP	ADAM10 inh	SMILES
4	7	4	0	-4	3	-4	3	4	10	CCNc1ccc(S(=O)(=O)N2CCOCC2)cc1NCC(=O)Nc1cccc(Br)c1
6	2	10	6	-35	-2	-44	1	-8	5	Cc1ccc(Cn2c(N/N=C/c3ccncc3)nc3c2c(=O)n(C)c(=O)n3C)cc1
-4	13	0	9	7	-7	1	1	0	-2	O=C(Nc1ccc(F)cc1)N(Cc1nnc2n1CCCCC2)c1ccccc1
16	-2	12	10	5	-6	-4	-1	-10	-1	Clc1ccccc1CN1CCN(CCCc2ccccc2)CC1
-4	8	-2	-5	3	-7	2	-2	5	-11	CCCCNc1nc2c(c(=O)n(C)c(=O)n2C)n1Cc1cccc(OC)c1
-13	2	2	-8	-1	-4	5	2	3	18	O=C(NCc1ccccc1)c1nc2c(nnn2Cc2cccc(Cl)c2)c(=O)[nH]1
-6	6	2	1	4	-8	2	5	-2	10	COc1ccc(C(CCN2CCN(c3ccccc3)CC2)c2c(O)cc(OC)cc2OC)cc1 (configuration not stated)
-1	-1	2	2	-10	-7	-12	1	1	-4	COc1ccc(C(=O)N/C(=C\c2cn(S(=O)(=O)N(C)C)c3ccccc23)C(=O)N2CCN(C)CC2)cc1OC
9	-6	4	-1	-2	7	-8	-5	9	-3	O=C(Nc1ccc(N2CCOCC2)cc1N1CCOCC1)c1ccc(Br)cc1
3	.	6	.	-7	-8	-7	0	-1	1	CN1C2=N[C@@H](c3ccc4c(c3)OCO4)CC(=O)N2/C(=C\c2ccccc2)[C@H]1c1ccccc1
-7	0	-8	2	2	-1	5	0	1	-12	Cc1cc(C)c(C(=O)CSc2nnc(-c3ccccc3Br)o2)cc1C
-9	10	5	16	2	4	1	0	2	1	c1ccc(NN(Cc2ccncc2)c2ccccc2)cc1
-4	3	7	-4	-17	-2	-17	-5	-8	-18	COc1ccc(C(=O)C2CCCN(C(=O)c3cc4nc(C)cc(C)n4n3)C2)cc1F (configuration not stated)
-5	-4	-3	3	4	-7	-2	2	-4	8	CC1CCN(CC(O)COc2ccc(C(=O)c3ccccc3)cc2)CC1 (configuration not stated)
-10	11	-7	5	4	4	-8	-3	-6	1	COc1ccc(CC(=O)NC(=S)Nc2cccc(CO)c2)cc1
4	-8	4	-1	-2	-4	-7	-7	4	-22	COc1ccc(C(=O)NCC(c2ccco2)N(C)C)cc1S(=O)(=O)NCc1ccc(Cl)cc1 (configuration not stated)
21	7	-1	-4	4	-6	-1	-2	4	-4	Clc1cccc(CN2CCCCCC2)c1
-1	13	-3	-3	-1	3	0	0	0	2	Cc1cc(NS(=O)(=O)c2ccc(NC(=O)/C=C/c3ccccc3)cc2)nc(C)n1
-4	2	11	0	3	4	-5	-2	1	5	CCc1nn(CC(=O)NCCCN(CC)CC)c(=O)c2cc3sc(C)cc3n12
3	-4	-3	-6	-8	2	-3	3	-1	0	O=[N+]([O-])c1ccc(O)c(/C=N/NC2=NS(=O)(=O)c3ccccc32)c1
0	-2	4	5	2	-7	-5	2	-2	-4	CCC(=NNC(=O)c1cccc(S(=O)(=O)N2CCOCC2)c1)c1ccccc1
3	-2	-1	6	3	-3	2	1	-5	1	COCCCNC(=O)Cn1cnc(C(=O)Nc2ccc(C)c(C)c2)n1
0	-16	10	-4	3	10	1	-2	-7	4	COc1cc(S(=O)(=O)N(Cc2cccs2)C2CC2)ccc1-n1cnnn1
-11	12	-5	14	-81	2	-131	-88	-6	-288	CCn1c(SCC(=O)c2ccccc2)nc2sc3c(c2c1=O)CCN(C)C3
-4	-3	-2	-10	-54	-1	-70	-52	-5	-160	CCN1c2ccccc2-c2nc3ccccc3n2C1c1ccncc1 (configuration not stated)
-2	16	6	6	-5	-1	-3	-5	-2	-9	CCn1c(Sc2nc(C)nc3scc(-c4cccs4)c23)n[nH]c1=O
-5	6	2	12	-2	-1	-1	-6	-4	-4	C[C@@H](OC(=O)N(C)Cc1ccccc1)[C@H]1O[C@]2(C)CCCC[C@H]1O2
8	-9	5	3	-4	7	-10	-2	6	-10	O=C(CNC(=O)c1ccccc1F)Nc1ccc2c(c1)OCO2
12	10	1	-5	1	-5	-3	-3	5	6	CCOC(=O)NNc1ccccc1
-11	6	-8	-5	0	3	-6	-1	8	-7	COCCN1CCN(C(=O)C2CCC(=O)N(Cc3cccc(C(F)(F)F)c3)C2)CC1 (configuration not stated)
2	-9	-1	2	-2	1	0	-7	7	4	COC(=O)Cc1cc(OC)c(OC)cc1Cc1cc(OC)c(OC)cc1CC(=O)OC
-7	3	0	1	-88	1	-119	-5	0	-2	CCOC(=O)c1c(NC(=O)c2ccc(S(=O)(=O)N3CCOCC3)cc2)sc2c1CCN(C)C2
8	5	-2	-3	-1	0	-3	-4	1	-8	CC(=O)N1CCN(CC(=O)Nc2ccc([N+](=O)[O-])cc2Br)CC1
-6	4	5	-2	7	-7	10	3	1	15	CCCC[C@H]1COCCS(=O)(=O)N1Cc1ccc(Br)cc1

Limited to ADAM10 inh and Tn6 DDE FP, for four of the compounds above:
smiles | ADAM10 inh | Tn6 DDE FP
C[C@@H](OC(=O)N(C)Cc1ccccc1)[C@H]1O[C@]2(C)CCCC[C@H]1O2 | -4 | -4
O=C(CNC(=O)c1ccccc1F)Nc1ccc2c(c1)OCO2 | -10 | 6
CCOC(=O)NNc1ccccc1 | 6 | 5
COCCN1CCN(C(=O)C2CCC(=O)N(Cc3cccc(C(F)(F)F)c3)C2)CC1 (configuration not stated) | -7 | 8
